Screening data from PubChem.
DDE Tn6 FP inh: inhibitors of Tn6 peptide binding to fibrin DD(E), primary screen, biochemical, fluorescence polarization, human fibrin, Tn6 probe | Fibrinogen beta chain (Homo sapiens), P02675 | Fibrin DD(E) TRITC-Tn6 fluorescence polarization displacement | inhibition, % at 8.3 µM | 370,000 compounds, 0.21% hits | AID 720509, 2013;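 active means inhibition above a per-campaign cutoff: mean of compounds within control limits plus 3 SD, cut at about 15% in these data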;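 further: 0% = median of all compound wells on the plate and 100% = blocking peptide control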
TDP2 inh: human TDP2 enzyme inhibitors, primary screen, biochemical, epi absorbance, recombinant enzyme | T5PNP hydrolysis, p-nitrophenol absorbance 415 nm | inhibition, % at 12.8 µM | 370,000 compounds, 0.34% hits | AID 720702, 2013;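 active means inhibition above the mean of all tested compounds plus 3 SD, set per campaign, cut at about 25% in these data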;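 further: 0% = DMSO with enzyme and 100% = buffer with substrate but no TDP2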
Target sequence (O95551 whole entry, looked up): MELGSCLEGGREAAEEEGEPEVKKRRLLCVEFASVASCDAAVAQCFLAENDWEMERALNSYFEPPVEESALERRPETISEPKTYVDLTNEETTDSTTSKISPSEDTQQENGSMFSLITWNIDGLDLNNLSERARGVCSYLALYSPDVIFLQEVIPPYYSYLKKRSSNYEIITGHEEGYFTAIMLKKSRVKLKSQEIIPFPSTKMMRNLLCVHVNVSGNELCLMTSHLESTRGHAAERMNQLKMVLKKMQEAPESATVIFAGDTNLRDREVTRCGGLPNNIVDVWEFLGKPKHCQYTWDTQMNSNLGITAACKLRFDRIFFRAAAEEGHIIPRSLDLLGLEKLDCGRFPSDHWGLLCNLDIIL
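Read-out basis: percent inhibition. System: recombinant human TDP2. Buffer or medium: Mg2+-containing Tris-HCl buffer, pH 7.5. Repeats: single replicate. Timing: reaction 2 h, 37 °C. Benchmarks: high control without enzyme, low control DMSO plus TDP2. Probe or stimulus: 5 mM T5PNP. Doses: 12.8 µM only. Measured by: epi absorbance of p-nitrophenol freed from T5PNP by hydrolysis.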
UHRF1 MBD2 ctr: UHRF1 methylated DNA binding inhibitors, primary screen, counter-screen for MBD2 inhibitor project, biochemical, TR-FRET, human UHRF1, single concentration; E3 ubiquitin-protein ligase UHRF1 (Homo sapiens), Q96T88; UHRF1 binding to methylated oligo; inhibition, % at 4.4 µM; 370,000 compounds, 0.75% hits; AID 687016, 2013; in the data active means inhibition above about 21%;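 further: UHRF1 SRA domain binding a hemimethylated CpG hairpin DNA probe; 0% = median of test compound wells and 100% = reference inhibitor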
SIAE inh: human SIAE inhibitors, primary screen, biochemical, fluorescence polarization, FP-Rh probe, 1536-well HTS | inhibition, % at 9.66 µM | SIAE FP-Rh probe binding | Sialate O-acetylesterase (Homo sapiens), Q9HAT2 | 370,000 compounds, 0.69% hits;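 active means inhibition above a cutoff: mean of compounds within the control limits plus 3 SD of those, cut at about 17% in these data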;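 further: 0% = plate median of compound wells and 100% = probe without SIAE protein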
MBD2 DNA inh: inhibitors of MBD2 binding to methylated DNA, primary screen, biochemical, TR-FRET, DNA-binding domain, human | 370,000 compounds, 0.31% hits | inhibition, % at 4.4 µM | MBD2 binding to methylated oligonucleotide | Methyl-CpG-binding domain protein 2 (Homo sapiens), Q9UBB5; in the data active means inhibition above about 13%
TCR CD3 inh: inhibitors of human TCR-CD3 interaction, primary screen, biochemical, fluorescence, TAMRA-labeled TCR probe; T-cell receptor (TCR); inhibition, % at 9.4 µM; 360,000 compounds, 0.37% hits; AID 651800, 2012; in the data active means inhibition above about 19%;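 further: recombinant mutant TCR 2C K166C tagged with TAMRA read by polarization; 0% = receptor in buffer alone and 100% = receptor with positive control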
Tn7 DDE FP: inhibitors of Tn7 peptide binding to fibrin DD(E), primary screen, biochemical, fluorescence polarization, human fibrin, Tn7 probe. Fibrinogen beta chain (Homo sapiens), P02675. FP displacement of FITC-Tn7 peptide from fibrin DD(E); 0% = median of compound wells per plate. inhibition, % at 8.3 µM. 370,000 compounds, 0.13% hits. AID 720508, 2013;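 active means inhibition above the mean of compounds falling within the control limits plus 3 SD of them, cut at about 14% in these data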;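 further: 0% = plate median of compound wells and 100% = 10 µM Aha-Tn7 peptide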
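Test system – human fibrin DD(E) · Times – 10 min preincubation, 3 h with tracer, room temperature · Detection – fluorescence polarization of the labelled Tn7 tracer · Measure – percent inhibition normalized to high-control wells · Benchmarks – high control wells with 10 µM unlabelled Aha-Tn7 peptide (full inhibition) · Repeats – singlicate testing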
LEDGF integ inh: blockers of LEDGF/p75-dependent integrase strand transfer – biochemical, TR-FRET, high throughput, primary screen | AID 743269, 2014 | inhibition, % at 3.7 µM | 370,000 compounds, 0.64% hits | HIV-1 integrase (with human LEDGF/p75) | TR-FRET IN-LEDGF/p75 DNA integration, Eu/Cy5;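 active means inhibition above the screen-wide mean plus 3 SD, cut at about 13% in these data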;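 further: signal is the Cy5 over europium emission ratio at 671 and 618 nm; 0% = plate median of compound wells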
PRMT1 FP inh: PRMT1 methyltransferase inhibitors, primary screen, biochemical, fluorescence polarization; 370,000 compounds, 1.3% hits; recombinant PRMT1, activity-based probe fluorescence polarization; Protein arginine N-methyltransferase 1 (Homo sapiens), Q99873; inhibition, % at 2.79 µM;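 active means inhibition above about 21% made by adding two undisclosed values, limit read from the data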
Target sequence (Q99873 whole entry, looked up): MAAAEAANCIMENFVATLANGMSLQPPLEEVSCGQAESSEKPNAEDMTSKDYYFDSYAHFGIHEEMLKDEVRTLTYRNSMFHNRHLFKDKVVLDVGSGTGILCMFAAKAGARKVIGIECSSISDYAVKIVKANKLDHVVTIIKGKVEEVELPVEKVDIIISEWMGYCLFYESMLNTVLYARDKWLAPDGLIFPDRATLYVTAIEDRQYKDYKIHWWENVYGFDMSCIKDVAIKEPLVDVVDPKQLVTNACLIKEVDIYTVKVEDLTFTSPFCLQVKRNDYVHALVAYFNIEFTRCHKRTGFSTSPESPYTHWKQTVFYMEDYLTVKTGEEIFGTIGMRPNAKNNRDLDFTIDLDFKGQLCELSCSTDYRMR
proKLK7 act: proKLK7 zymogen activators, primary screen, biochemical, fluorescence intensity | purified proKLK7, EDANS-DABCYL substrate fluorescence; 100% is mature enzyme control, 0% vehicle | activation, % at 7 µM | 370,000 compounds, 0.9% hits | AID 652039, 2013;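 active means activation above the mean of all tested compounds plus 3 SD, computed per campaign excluding outliers beyond control limits, cut at about 13% in these data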
Target sequence (P49862 whole entry, looked up): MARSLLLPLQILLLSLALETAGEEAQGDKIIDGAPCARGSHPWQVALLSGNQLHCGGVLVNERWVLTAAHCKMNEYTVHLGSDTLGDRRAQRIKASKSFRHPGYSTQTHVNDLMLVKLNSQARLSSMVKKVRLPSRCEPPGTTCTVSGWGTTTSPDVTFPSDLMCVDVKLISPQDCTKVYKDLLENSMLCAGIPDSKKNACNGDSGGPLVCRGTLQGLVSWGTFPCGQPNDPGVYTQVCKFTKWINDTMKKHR
Active calls of the source: *; nt = not tested or not shown. Rows are unselected; about 4.6% have a hit in one of these screens.

compound	DDE Tn6 FP inh	TDP2 inh	UHRF1 MBD2 ctr	SIAE inh	MBD2 DNA inh	TCR CD3 inh	Tn7 DDE FP	LEDGF integ inh	PRMT1 FP inh	proKLK7 act
C[C@@H]1CN([C@@H](C)CO)C(=O)CCCn2cc(nn2)CO[C@H]1CN(C)C(=O)Nc1ccc2c(c1)OCCO2	-1	0	17	-3	4	0	-4	3	0	0.5
Cc1ccc(S(=O)(=O)CCC(=O)OCC(=O)NCCc2ccc(F)cc2)cc1	-1	-10	1	-1	-5	7	-1	2	-2	0.3
CCOC(=O)c1ccc2[nH]c(C)cc(=O)c2c1	-1	7	-3	-4	0	2	-8	-2	-1	3.0
CN(Cc1ccccc1)c1cc2c(c3c1ccn3C)C1CCC2C1 (configuration not stated)	3	1	-4	10	-2	-5	-3	52*	-1	-0.2
COc1cc(OC)cc(C(=O)N(CCCN2C(=O)c3cccc4cccc(c34)C2=O)c2cccc(OC)c2)c1	-6	-3	-3	-13	-7	9	6	3	-6	-19
Cc1ccc(NS(=O)(=O)c2cn(C)c(=O)n(C)c2=O)c(C)c1	-1	0	-1	1	4	2	4	-6	2	-0.2
NN=C(c1ccccc1)c1ccccc1	3	-1	-1	-2	-2	-9	3	-2	4	1.0
NC(=O)C1CCN(C(=O)c2ccc(Cl)c(S(=O)(=O)N3CCCCCC3)c2)CC1	-5	-11	7	1	9	-10	-6	-3	11	-0.1
CCn1c(COc2ccccc2)nnc1SCC(=O)Nc1ccc2c(c1)OCCO2	10	-4	0	1	7	2	5	1	1	-0.7
O=C(COC(=O)c1cccs1)Nc1ccccc1Cl	3	6	-2	2	-4	-4	1	0	3	0.7
CN(CC(=O)Nc1cccc2ccccc12)C(=O)c1cccc(S(=O)(=O)N(C)C)c1	-2	-13	-1	0	-7	4	-7	-1	-4	0.4
CCN(CC(=O)Nc1c(F)cccc1F)C(=O)c1ccc(Cl)c(S(=O)(=O)N2CCCCC2)c1	-3	16	-3	14	2	-4	2	3	0	-0.5
CC(C)CN(C(=O)CN(C)CC(=O)Nc1ccccc1C#N)c1c(N)n(CC(C)C)c(=O)[nH]c1=O	-6	-3	4	5	-1	-1	2	-4	0	-0.6
O=C(C1CCN(S(=O)(=O)c2cccs2)CC1)N1CCCCC1	-2	7	-2	4	-5	10	4	0	-3	-0.1
CC(=O)c1nnn(-c2ccccc2C#N)c1C	-3	-12	3	-5	0	4	-8	4	-1	0.0
O=C(NCc1ccccc1OC(F)(F)F)C1CCC(=O)N(CCCN2CCOCC2)C1 (configuration not stated)	-2	9	-1	-4	-6	0	-1	2	-2	-0.7
NS(=O)(=O)c1ccc(NC(=O)CN2CCN(Cc3ccccc3)CC2)cc1	-4	0	0	5	3	-3	-1	3	3	-0.2
CCCCN(C)CCn1c(=S)[nH]c2ccc(N3CCOCC3)cc2c1=O	-5	-11	2	-5	0	-7	-4	-2	24*	68*
COc1ccc(/C=C/C(=O)N/C(=C\c2ccco2)C(=O)NCCc2nc3ccccc3[nH]2)cc1	-3	8	-4	1	0	3	-2	0	0	1.1
Cc1c(Nc2ncnc3c2cnn3-c2ccccc2)c(=O)n(-c2ccccc2)n1C	-6	-9	-4	-4	-5	9	11	1	-4	-0.2
Cc1ccc(-c2nnn3c2nc(Cl)c2ccccc23)cc1	-8	8	0	-3	0	6	0	3	3	0.7
Cc1ccc(CN2C(=O)CCC2C(=O)NCCN2CCN(c3cccc(Cl)c3)CC2)cc1 (configuration not stated)	-1	-4	3	0	4	-7	2	-7	2	-0.1
O=C(O)C1C2C=CC(C2)C1C(=O)NCc1cccnc1 (configuration not stated)	-1	-3	3	-5	1	-1	-4	-1	0	0.0
CN(Cc1ccccc1)C1CCNCC1	-2	7	-2	4	0	5	-2	-7	1	-0.6
O=C1CN(C(=S)NC(=O)c2ccc(-c3ccccc3)cc2)CCN1	1	-10	-3	2	0	2	2	4	-1	-0.8
S=C(Nc1cccc(Br)c1)c1ccccc1	-10	12	2	8	-3	5	-4	-1	-1	-0.3
Cn1c(SCC(=O)N2CCc3ccccc3C2)nnc1-c1cccs1	3	-1	3	0	4	-10	5	3	4	0.1
O=c1c2ccccc2nc(-c2ccc(Cl)cc2Cl)n1O	-4	12	0	-3	-4	3	9	4	-4	0.3
O=C(O)c1ccc(N2C(=O)CC(SC(=NCc3ccc4c(c3)OCO4)Nc3ccc(F)cc3)C2=O)cc1 (configuration not stated)	1	2	0	-4	-5	-2	-2	-1	0	0.5
O=C1C(Nc2ccc(O)cc2)=C/C(=N/S(=O)(=O)c2cccs2)c2ccccc21	-11	78*	3	21*	-11	-6	3	55*	13	0.9
Cc1sc2ncnc(N3CCC(C(=O)N(C)CC(=O)Nc4cccc(F)c4)CC3)c2c1C	9	2	1	-5	-1	0	4	2	2	-0.3
CCN1C(=O)C(=Cc2cccc(OC)c2Oc2ccc([N+](=O)[O-])cc2[N+](=O)[O-])SC1=S	3	7	-4	12	-2	-1	-6	3	-1	-0.9
CC(C)(O)C#Cc1ccc(CNC[C@H]2O[C@@H](n3cnc4c(=O)[nH]c(N)nc43)[C@H](O)[C@@H]2O)s1	1	-5	2	3	-3	-3	-3	4	-4	-0.8
COc1cc([N+](=O)[O-])ccc1NC(=O)COC(=O)CCS(=O)(=O)c1ccc(C)cc1	6	-3	-3	10	-3	1	0	-2	-2	-0.2
Cc1ccc(NC(=S)NNC(=O)CSc2nnc(-c3ccc(Cl)cc3)n2C2CCCCC2)cc1	11	-12	-4	12	-3	7	0	0	1	0.5
Cc1ccc(S(=O)(=O)n2cnc3cc([N+](=O)[O-])ccc32)c(C)c1	7	0	-1	-13	-2	7	4	-2	0	0.6
O=C(N/N=C/c1ccncc1)c1ccc2c(c1)OCO2	-5	-11	2	3	2	-2	3	-4	1	0.0
Cc1c(NC(=O)C2CCCN2S(=O)(=O)c2cccc3nsnc23)cccc1C(=O)O (configuration not stated)	4	5	3	-6	-1	2	1	-2	-4	-0.1
COc1ccc(Cl)c2sc(NC(=O)C3=COCCO3)nc12	-3	-4	4	-7	-1	3	-2	1	-4	1.2
N#CCC[C@@H]1CC[C@]2(CCCN(Cc3ccc(Br)cc3)C2)O1	0	-7	2	-4	7	nt	0	-1	9	-0.9
C[C@H](CO)N1C[C@H](C)[C@@H](CN(C)C(=O)Nc2ccccc2)OCc2cn(nn2)CCCC1=O	-8	-3	12	-8	0	0	6	-1	-1	0.0
CC(=O)N1CCOc2ccc(S(=O)(=O)NCc3ccc(Cl)cc3)cc21	-9	17	0	12	-4	2	-4	2	0	0.3
COC(=O)c1cn(C(=O)c2cccc(C)c2)c2ccccc12	-1	14	-4	-1	1	6	-6	1	5	-0.2
CCC(C(=O)OCC(=O)Nc1cc(OC)ccc1OC)c1ccccc1 (configuration not stated)	-6	-3	-2	10	0	2	-7	0	-1	0.6
OC1CCN(C(=S)Nc2ccc(Oc3ccccc3)cc2)CC1	-6	4	0	4	0	-5	-2	-4	1	0.7
Cc1ccc(N2CC(C(=O)N3CCOCC3)CC2=O)cc1C (configuration not stated)	-6	-11	-2	3	1	1	-2	1	-7	-0.1
CC(C)C[C@@H](CSc1ccccc1)N1CCN(CC(C)C)CCC1=O	9	12	1	4	-4	4	10	0	-4	0.2
COCCCNC(=S)Nc1c(C)cc(C)cc1C	4	-23	4	-5	2	4	3	7	0	0.6
CC(=O)Nc1cccc(-c2ccnc3c2CC(C)(C(=O)Nc2ccccc2)O3)c1 (configuration not stated)	3	5	-1	-4	1	2	2	5	-2	0.4
CCOc1ccc(C(F)(F)F)cc1NC(C)=O	-2	-7	2	-6	-1	8	0	-3	-1	0.1
Cc1cc(C)c(NC(=O)CSc2nnc(CN3CCOCC3)n2C)c(C)c1	1	26*	3	-1	-4	3	8	-1	-3	0.0
O=C(CCS(=O)(=O)c1ccc2c(c1)NC(=O)CS2)NCCc1ccccc1	-3	-12	1	-4	1	2	-6	-4	2	0.8
CC(C)(C)n1ncc2c(=O)n(Cc3cccc(Cn4cnc5c(cnn5C(C)(C)C)c4=O)c3F)cnc21	-6	-4	-2	1	-1	4	-7	3	0	-0.1
O=C(O)c1ccccc1C(=O)OC1CC2CCC1C2 (configuration not stated)	1	-1	1	-3	2	4	0	3	1	-0.3
COc1ccc(CCCNC(=O)C2Cc3c(-c4cccc(C(N)=O)c4)ccnc3O2)cc1 (configuration not stated)	9	11	1	1	0	-1	2	1	-2	-0.3
CCc1cc(=O)[nH]c(-n2[nH]c(-c3ccccc3)cc2=O)n1	2	13	-8	-5	-2	0	6	-1	-4	0.4
COc1ccc(S(=O)(=O)N(CCc2ccccc2)CC(=O)N2CCOCC2)cc1	1	-12	2	-5	-5	-2	6	5	-2	0.1
CCOc1ccc(/C=N/NC(=O)c2nnn(-c3nonc3N)c2-c2ccc(OCC)cc2)cc1	8	4	1	-4	3	6	1	-2	-1	-9.7
CCc1cccc(NC(=O)C2CCN(S(=O)(=O)c3c(C)noc3C)CC2)c1	7	-5	7	-3	-1	4	-7	0	0	-0.1
CCN(CCO)Cc1csc2ccc(C(C)(C)C)cc12	1	6	1	-1	1	4	2	0	0	-0.7

Next section.
compound	DDE Tn6 FP inh	TDP2 inh	UHRF1 MBD2 ctr	SIAE inh	MBD2 DNA inh	TCR CD3 inh	Tn7 DDE FP	LEDGF integ inh	PRMT1 FP inh	proKLK7 act
CC(C)C(=O)Nc1ccc(C(=O)NNC(=O)C(c2ccccc2)c2ccccc2)cc1	-2	-4	3	-2	2	-7	-3	5	0	-0.2
CN(C)C(=O)c1ccc2c(c1)n(C)c(=O)n2C	-6	1	2	-2	-1	-4	-1	-1	0	-0.2
CN1c2ccc(-c3cccc(F)c3)cc2[C@H]2[C@H](CCN2S(=O)(=O)c2cccc(F)c2)[C@H]1CO	-2	9	-4	3	1	nt	2	0	-2	1.1
C#CCn1c(=NC(=O)c2ccc(Cl)s2)sc2cccc(OC)c21	-3	7	2	-14	0	-1	-1	-1	0	-0.8
